Assay outcomes (PubChem)
HTRA1 inhibitor: HTRA1 (human) protease inhibition. Q92743. recombinant HTRA1, FP-rhodamine activity-based probe, fluorescence polarization. inhibition, % at 5.96 µM. 340,000 compounds, 0.5% hits; in the data active = inhibition above about 36%;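 note: 0% = enzyme with DMSO and 100% = wells lacking enzyme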
MBD2 DNA inh: MBD2-methylated oligo binding inhibition; inhibition, % at 4.4 µM; TR-FRET, MBD2 binding to methylated oligonucleotide; 370,000 compounds, 0.31% hits; in the data active = inhibition above about 13%
Target sequence (Q9UBB5 whole entry, looked up): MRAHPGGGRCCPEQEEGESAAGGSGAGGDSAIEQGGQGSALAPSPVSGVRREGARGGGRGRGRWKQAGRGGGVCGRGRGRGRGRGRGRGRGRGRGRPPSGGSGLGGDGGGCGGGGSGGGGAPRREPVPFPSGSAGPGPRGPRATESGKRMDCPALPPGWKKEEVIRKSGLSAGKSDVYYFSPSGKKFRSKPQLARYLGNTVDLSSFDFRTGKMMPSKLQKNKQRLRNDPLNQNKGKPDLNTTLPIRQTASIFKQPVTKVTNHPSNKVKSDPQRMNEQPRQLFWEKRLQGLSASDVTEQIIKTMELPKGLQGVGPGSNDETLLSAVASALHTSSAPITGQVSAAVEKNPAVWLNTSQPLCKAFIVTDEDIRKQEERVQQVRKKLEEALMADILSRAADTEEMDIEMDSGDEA
rCAG RNA binder: r(CAG) repeat RNA binding; TO-PRO-1 dye displacement fluorescence; inhibition, % at 3 µM; 370,000 compounds, 1.3% hits; AID 651821;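 active = inhibition above the plate cutoff, the mean of all test compounds on that plate plus 3 SD, cut at about 35% in these data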;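 note: 0% = DMSO alone and 100% = 100 µM mitoxantrone as full dye displacement; higher means more dye released from RNA so lower well fluorescence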
PRMT1 FP inh: PRMT1 (human) inhibition, primary screen; AID 652257; recombinant PRMT1, activity-based probe fluorescence polarization; inhibition, % at 2.79 µM; 370,000 compounds, 1.3% hits; Q99873;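 active = inhibition above about 21% made by adding two undisclosed values, limit read from the data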
UHRF1 MBD2 ctr: blocks human UHRF1 binding to methylated DNA. Q96T88. UHRF1 binding to methylated oligo, TR-FRET. inhibition, % at 4.4 µM. 370,000 compounds, 0.75% hits; in the data active = inhibition above about 21%;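 note: UHRF1 SRA domain binding a hemimethylated CpG hairpin DNA probe; 0% = median of test compound wells and 100% = reference inhibitor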
TCR-CD3 inh: human TCR-CD3 binding inhibition | inhibition, % at 9.4 µM | TAMRA-labeled TCR probe fluorescence, biochemical | 360,000 compounds, 0.37% hits; in the data active = inhibition above about 19%;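 note: recombinant mutant TCR 2C K166C tagged with TAMRA read by polarization; 0% = receptor in buffer alone and 100% = receptor with positive control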
PG9 binder: PG9 antibody binding by small molecule | AID 624416 | TR-FRET gp120-PG9 antibody binding | 360,000 compounds, 0.43% hits | inhibition, % at 6.7 µM; in the data active = inhibition above about 8.5%
ABHD4 inh: ABHD4 (mouse) inhibition, primary FP screen; purified mABHD4, FP-Rh probe fluorescence polarization; inhibition, % at 8.92 µM; 370,000 compounds, 0.54% hits; Q8VD66;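 active = inhibition exceeding the mean over every tested compound plus 3 SD, cut at about 30% in these data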;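 note: 0% = plate median of compound wells and 100% = S159A mutant with DMSO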
Target sequence (Q8VD66 whole entry, looked up): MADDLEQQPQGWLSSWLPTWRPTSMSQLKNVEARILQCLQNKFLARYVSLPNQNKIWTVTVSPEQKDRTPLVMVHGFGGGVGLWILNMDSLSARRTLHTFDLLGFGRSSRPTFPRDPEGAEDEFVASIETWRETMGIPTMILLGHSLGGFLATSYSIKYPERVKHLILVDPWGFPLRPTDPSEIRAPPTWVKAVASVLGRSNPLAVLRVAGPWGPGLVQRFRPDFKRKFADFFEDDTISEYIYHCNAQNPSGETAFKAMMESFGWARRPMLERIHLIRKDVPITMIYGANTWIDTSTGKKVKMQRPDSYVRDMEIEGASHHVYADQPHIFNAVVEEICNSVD
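system = mouse ABHD4 enzyme, wild type | medium = HEPES pH 7.0, NaCl, Pluronic buffer | also added = FP-Rh probe | incubation = Enzyme–compound pre-incubation 45 min, then probe 60 min, both 25 °C | technique = fluorescence polarization, excitation 525 nm, emission 598 nm, BODIPY TMR filters | controls = S159A mutant high control, sample median low control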
LEDGF integ inh: blocks HIV-1 LEDGF/p75-dependent DNA integration. TR-FRET IN-LEDGF/p75 DNA integration, Eu/Cy5. inhibition, % at 3.7 µM. 370,000 compounds, 0.64% hits. AID 743269;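 active = inhibition above the screen-wide mean plus 3 SD, cut at about 13% in these data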;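 note: signal is the Cy5 over europium emission ratio at 671 and 618 nm; 0% = plate median of compound wells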
Rev-erbA mod: modulates human Rev-erb alpha binding to DNA. activity, % at 10 µM. 370,000 compounds, 0.79% hits. Rev-erbα–FITC-DNA binding, fluorescence polarization, 90 min;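 active = activity above about 14%, limit read from the data; passing the limit was not always enough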;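 note: 0% = DMSO wells with 35 nM protein and 100% = DMSO wells with 750 nM protein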
The depositor's hits bear a star; nt = not tested or not shown. Only part of the results is shown, so the mix of outcomes need not match the whole.

SMILES	HTRA1 inhibitor	MBD2 DNA inh	rCAG RNA binder	PRMT1 FP inh	UHRF1 MBD2 ctr	TCR-CD3 inh	PG9 binder	ABHD4 inh	LEDGF integ inh	Rev-erbA mod
CCc1ccc(-c2nc(SCC(=O)NC3CCCC3)n[nH]2)cc1	-5	4	1	0	0	7	-3.1	-14	6	6
CCOC(=O)c1c(NC(=O)COC(=O)CCS(=O)(=O)c2ccc(C)cc2)sc(C)c1C	-12	5	1	4	2	-1	0.7	-1	-2	2
Cc1ccc(S(=O)(=O)N(C)C)cc1NC(=O)COC(=O)c1cccs1	6	1	3	1	-2	3	0.1	-1	-2	-5
CCN(CC)C(=O)[C@H]1C[C@@H]2[C@H](C[C@@H](c3ccccc3)[C@H]1C)N(c1ccc(F)cc1)C(=O)N2CCCOc1ccccc1	nt	2	5	-2	1	-2	-1.1	-8	3	-5
COc1ccc(CNC(=O)COC(=O)c2cc3ccccc3cc2O)cc1OC	-6	0	8	-1	-2	2	-0.3	-2	-2	5
CC1(C)CC(=O)C=C(Nc2ccc(O)cc2)C1	2	-2	2	-1	-1	2	-0.8	-2	4	0
CCN1C(=O)[C@H]2[C@@H](c3ccc(-c4cccc(Cl)c4)c(OC)c3)N[C@@](Cc3ccccc3)(C(=O)OC)[C@H]2C1=O	-7	3	7	1	4	-5	0.2	2	-1	4
CC(=O)N1c2ccc(S(=O)(=O)N3c4ccccc4CC3C)cc2CC1C (stereo not given)	-6	-1	-3	-1	-2	-3	-0.2	3	1	2
CC(=NNc1ccc([N+](=O)[O-])cn1)c1ccc(N)cc1	8	2	3	-2	-3	2	-3.3	10	0	-7
O=C(NCC(=O)N(Cc1cccs1)C(C(=O)NC1CCCCC1)c1ccncc1)c1ccco1 (stereo not given)	1	3	1	3	-3	1	-2.8	5	0	2
CNc1ncnc2c1ncn2[C@H]1CN(Cc2ccccc2)C[C@@H](CO)O1	nt	-2	0	0	-1	4	1.1	2	7	0
Fc1ccc(Cn2nnnc2C(c2cccs2)N2CCCCCC2)cc1 (stereo not given)	-32	3	-7	2	1	1	-1.0	-7	-2	6
CCCCNC(=O)OC1CCC12CCC(c1ccccc1)CC2 (stereo not given)	nt	3	0	5	0	nt	nt	-3	-1	6
Cc1ccc(S(=O)(=O)N/N=C\c2ccc([N+](=O)[O-])o2)cc1	5	3	4	8	-3	4	-3.0	10	2	4
N#C/C(=C\c1ccc(C(=O)O)cc1)S(=O)(=O)c1cc(Br)ccc1Br	-11	1	55*	6	3	0	-0.9	-8	-2	0
CSc1ccccc1OCc1cc(C(=O)N(C)C2CCCc3ccccc32)no1 (stereo not given)	-27	3	-2	3	1	-6	0.7	-9	-2	6
COc1ccc(NC(=O)CSc2ccc3c(c2)OCCO3)cc1S(N)(=O)=O	5	-7	3	1	-1	-3	-0.7	6	1	-1
O=C(N1CCN(Cc2ccc3c(c2)OCO3)CC1)C(Cl)(Cl)Cl	1	0	-6	-2	-3	-3	-0.5	2	-1	-5
Cc1cccc(CSCCNC(=O)CCSc2ccccc2)c1	-23	5	-3	7	1	-3	0.9	-4	-2	0
N#C/C(=C\c1c(N2CCCCCC2)nc2ccccn2c1=O)C(=O)NCc1ccco1	-2	-2	-4	3	2	-5	0.8	0	-4	2
Cc1ccccc1/C=N/Nc1nc2ccccc2c(=O)n1O	1	-1	6	3	-4	9	-1.3	4	6	1
COC(=O)Cc1nnn2c1[C@@H](C)[C@@H](c1ccccc1Br)OC[C@@H]2c1ccccc1	nt	0	1	3	-1	3	-1.1	-8	-3	4
COC(=O)C1=C(C)N(CCCC(=O)O)C(=O)NC1c1ccccc1OS(=O)(=O)c1ccc([N+](=O)[O-])cc1 (stereo not given)	-2	7	22	0	0	0	0.9	8	3	1
CC(=O)c1cccc(S(=O)(=O)N2CCC(C(=O)Oc3ccc(-c4nnco4)cc3)CC2)c1	0	3	5	2	2	0	-1.1	-9	-2	-2
CCCCCCSc1ccc([C@@H]2[C@@H]3C(=O)N(C)C(=O)[C@@H]3[C@]3(C(=O)OC)CCCCN23)cc1	6	-3	1	2	0	-3	0.5	-5	4	1
O=C(CCN1C(=O)c2ccccc2C1=O)NNC(=O)c1ccc(Cl)cc1Cl	7	0	0	2	0	-4	0.1	-4	0	-2
CC1(C(=O)NC2CCN(Cc3ccccc3)CC2)CCN1Cc1cc2ccccc2o1 (stereo not given)	nt	-4	2	-4	-1	1	-1.5	-4	3	-4
COc1ccc2[nH]cc(CCNS(=O)(=O)c3ccc(C)cc3)c2c1	-1	-2	-1	-1	1	0	1.6	2	-3	-1
Cc1ccc(S(=O)(=O)N(C)C)cc1NC(=O)C(C)OC(=O)/C=C/c1cccs1 (stereo not given)	-2	-8	-3	-1	3	4	2.3	-3	-2	5
CN(C)S(=O)(=O)c1ccc(C(=O)NCCSc2ccccc2)cc1	3	-2	0	1	0	-3	0.3	-1	3	-1
CCOc1ccc(NC(=O)CN(C)C(=O)c2cn(-c3ccccc3)nc2-c2cccs2)cc1OCC	-17	4	7	3	0	0	1.5	-8	-2	12
CCOC(=O)c1ccc(NC(=O)COC(=O)Cc2csc(-c3ccccc3)n2)cc1	-31	6	4	-1	-4	7	0.1	1	3	9
CCOC(=O)c1sc2ncnc(N3CCN(C(=O)OCC)CC3)c2c1C	-2	-4	4	3	-2	-4	1.5	3	2	1
CC(C)C(C(=O)Nc1ccc2c(c1)OCO2)N1C(=O)c2ccccc2C1=O (stereo not given)	2	-1	-3	1	-1	13	-1.8	-3	4	6
COc1ccc(-c2c(C#Cc3ccsc3)c3ccccc3n2C)cc1	-18	2	0	4	17	8	0.7	0	0	-4
O=C1N/C(=C\c2ccc(N3CCOCC3)c(F)c2)C(=O)N1Cc1ccccc1	2	1	-1	2	0	8	0.0	-1	1	28*
CCC(=O)Nc1ccc(/C(C)=N\NC(=O)c2ccc(OC)cc2)cc1	0	2	0	-1	-1	1	-1.1	-2	-3	-4
O=C(Nc1ccccc1O)c1cccc(S(=O)(=O)N2CCOCC2)c1	6	-3	0	-5	0	6	-2.1	-2	-2	-4
O=C(Nc1ccc(O)c(-c2nc3ccccc3o2)c1)C1(c2ccc(Cl)cc2)CCCC1	-6	-3	2	1	-5	1	-1.8	-11	-1	5
CC(=O)c1ccc(NC(=O)NC2CCCCN(Cc3ccc(Cl)cc3)C2=O)cc1 (stereo not given)	nt	0	5	-4	-1	nt	nt	-4	-2	9
COc1ccc(C(=O)COC(=O)CNC(=O)c2ccccc2)cc1F	0	-2	9	2	-1	8	0.2	-2	-4	1
Nc1nc(Nc2ccccc2F)nc(N2CCCC2)c1[N+](=O)[O-]	-1	6	4	2	0	-13	2.8	0	6	-4
COc1ccc(CCNC(=O)C(C)OC(=O)c2cccs2)cc1OC (stereo not given)	1	1	-4	4	3	-7	-0.7	2	-6	-1
COC(=O)c1ccc2c(c1C(=O)OC)CN(S(=O)(=O)C(C)(C)C)[C@H]2CCO	4	0	3	4	3	-6	-0.7	8	1	1
C[C@H]1CN(S(=O)(=O)C(C)(C)C)[C@H](CCO)/C1=C\c1ccccc1	-1	0	0	2	-3	4	0.4	3	-1	3
COc1ccccc1/C=N/Nc1nncc2ccccc12	0	4	-3	-3	-4	0	-1.5	-3	2	-4
CCN1CCN(C(=O)/C=C/c2ccccc2[N+](=O)[O-])CC1	-1	-1	1	-5	2	7	-1.2	-12	-2	4
O=C(O)c1cc2nc3c(c(C(F)(F)F)n2n1)CCc1ccccc1-3	6	-1	7	1	-5	-5	-0.4	-9	-5	-2
CS(=O)(=O)N(CC(=O)N1CCOCC1)c1cccc(Cl)c1	1	1	-2	4	2	-5	0.7	0	-2	1
COc1ccc(-c2oc3ccc(-c4cc(OC)c(OC)c(OC)c4)cc3c2C(=O)c2ccc(OC)nc2)cc1	0	-4	2	-6	0	7	1.0	-3	-1	22*
CCC(CC)C(=O)N(C)c1c(C)nc2c(OCCC3CCCCC3)cccn12	nt	0	-1	1	0	6	-1.0	2	-4	-7
CCOc1ccc(-c2nnc3sc(COc4ccccc4)nn23)cc1	2	-2	2	-1	2	1	-0.2	0	2	9
Cc1nc(SCC(=O)Nc2ccc(C)c(F)c2)c2oc3ccccc3c2n1	7	2	3	0	7	6	-1.4	-5	2	779*
Cc1ccc(C)c2[nH]c(=O)c(CCNC(=O)c3cc4ccccc4o3)cc12	-6	-1	3	7	4	-5	2.7	-11	-3	-5
NCCc1nnc(SCc2ccc(F)cc2)o1	1	3	2	-3	0	6	0.1	5	2	-1
CCOc1ccc(CCNC(=O)Cc2ccc(S(=O)(=O)N3CCOCC3)s2)cc1OCC	-1	-1	4	-3	1	-5	2.0	-4	0	3
CCOC(=O)c1[nH]c2ccc(Br)cc2c1NC(=O)CCN1CCN(C(=O)OCC)CC1	-6	1	5	-1	1	5	0.4	-7	-2	8
CCC1C(=O)Nc2nc(-c3ccccc3)c(-c3ccccc3)n2N=C1C (stereo not given)	-6	-2	-4	1	1	-4	-1.4	7	-1	-1
COc1ccc(C(=O)c2cn[nH]c2-c2cc(C)ccc2O)cc1	-7	4	1	-3	3	-6	0.5	0	-2	1
CC(C)c1ccc(-c2nnn(CC(=O)N3CCCCC3)n2)cc1	1	-4	-2	-2	2	7	-0.6	-1	6	-3

More records
SMILES	HTRA1 inhibitor	MBD2 DNA inh	rCAG RNA binder	PRMT1 FP inh	UHRF1 MBD2 ctr	TCR-CD3 inh	PG9 binder	ABHD4 inh	LEDGF integ inh	Rev-erbA mod
C=C[C@]1(C)C=C2C(=O)[C@@]3(O)OC(=O)[C@@]4(CCCC(C)(C)[C@H]34)[C@@]2(O)CC1	nt	-6	8	61*	-2	-8	0.8	52*	-9	2
CCN(CC(=O)NC1CCS(=O)(=O)C1)C(=O)c1ccc(S(=O)(=O)N(CC)CC)cc1 (stereo not given)	2	4	3	5	1	-5	-1.6	-2	-4	-1
CC1(C(=O)Nc2ccccc2)CCN1C(=O)C1(c2ccc(Cl)cc2)CC1 (stereo not given)	nt	-9	-1	-4	0	-1	-3.8	0	2	-2
C=CCNc1nc(-c2ccccn2)nnc1-c1ccccc1	34	4	-3	-3	-1	-1	3.5	-7	0	1
COC(C(=O)Nc1ccnn1C1CCN(Cc2ccccn2)CC1)c1ccccc1 (stereo not given)	7	-3	-3	2	0	6	-0.4	1	-1	4
COc1ccc(NC(=O)C(C)Sc2nnc(C3CC3)n2C2CC2)cc1 (stereo not given)	17	3	2	0	-2	-4	0.2	4	-4	-1
CC(NC(=O)Cc1ccccc1)C1COc2ccccc2O1 (stereo not given)	0	0	-3	2	0	-1	-1.3	-2	-4	-2
CC(C)C1(C2CCCC2)NC(=O)NC1=O (stereo not given)	-1	2	0	-1	1	-7	-1.2	3	2	0

Part of the list above, bar-delimited.
Structure | HTRA1 inhibitor | MBD2 DNA inh | rCAG RNA binder | PRMT1 FP inh | UHRF1 MBD2 ctr | TCR-CD3 inh | PG9 binder | ABHD4 inh | LEDGF integ inh | Rev-erbA mod
CC1(C(=O)Nc2ccccc2)CCN1C(=O)C1(c2ccc(Cl)cc2)CC1 (stereo not given) | nt | -9 | -1 | -4 | 0 | -1 | -3.8 | 0 | 2 | -2
C=CCNc1nc(-c2ccccn2)nnc1-c1ccccc1 | 34 | 4 | -3 | -3 | -1 | -1 | 3.5 | -7 | 0 | 1
CCN(CC(=O)NC1CCS(=O)(=O)C1)C(=O)c1ccc(S(=O)(=O)N(CC)CC)cc1 (stereo not given) | 2 | 4 | 3 | 5 | 1 | -5 | -1.6 | -2 | -4 | -1
COc1ccc(NC(=O)C(C)Sc2nnc(C3CC3)n2C2CC2)cc1 (stereo not given) | 17 | 3 | 2 | 0 | -2 | -4 | 0.2 | 4 | -4 | -1
